NR1D1 modulator – modulators of Rev-erb alpha DNA binding, primary screen, biochemical, FITC-DNA, fluorescence polarization, uHTS | Nuclear receptor subfamily 1 group D member 1 (Homo sapiens), P20393 | Rev-erbα–FITC-DNA binding, 90 min | activity, % at 10 µM | actives 0.79% (n = 370,000) | AID 1259318, 2017;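 active = activity above about 14%, limit read from the data; passing the limit was not always enough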;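 also: 0% = DMSO wells with 35 nM protein and 100% = DMSO wells with 750 nM protein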
hgDAF12 agonist – H. glycines DAF-12 receptor agonists, primary screen, cell-based, luminescence, HEK293, GAL4 fusion, UAS-luciferase | activation, % at 6.8 µM | Nuclear hormone receptor DAF-12 (Heterodera glycines), GAL4 fusion | actives 1.8% (n = 370,000) | AID 687014, 2013 | HEK293 GAL4-hgDAF12 UAS-luciferase reporter, agonist luminescence; normalized to butyrate control;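 active = activation above a cutoff set at the mean of all screened compounds plus 3 SD, cut at about 10% in these data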;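 also: 0% = DMSO wells and 100% = sodium butyrate wells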
PLCg1 inh – PLC-gamma1 enzyme inhibitors, primary screen, biochemical, fluorescence, purified enzyme; fluorogenic substrate; inhibition, % at 12.2 µM; 1-phosphatidylinositol 4,5-bisphosphate phosphodiesterase gamma-1 (Homo sapiens), P19174; actives 0.84% (n = 370,000); in the data active = inhibition above about 9.5%
hcDAF12 agonist – H. contortus DAF-12 nuclear receptor activators, primary screen, cell-based, luminescence, HEK293, lit1-tk-luc reporter; HEK293 hcDAF-12 lit1-tk-luc reporter; 0% DMSO, 100% Δ7-dafachronic acid; activation, % at 6.8 µM; actives 1.4% (n = 370,000); AID 652067, 2013;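 active = activation above the mean of all tested compounds plus 3 SD, cut at about 5.5% in these data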;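 also: 100% = response to 3 µM Δ7-dafachronic acid high control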
ADAM17 inh – ADAM17 inhibitors, primary screen, biochemical, QFRET | AID 720648, 2013 | inhibition, % at 6.95 µM | actives 0.83% (n = 370,000) | recombinant ADAM17, EDANS/DABCYL FRET peptide cleavage;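 active = inhibition above the mean of compounds lying between control limits plus 3 SD, set per campaign, cut at about 8.5% in these data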;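 also: 0% = DMSO-only wells as the low control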
DAX1 inh-1 – DAX1 (NR0B1) inhibitors on StAR promoter, primary screen, cell-based, luminescence, SF-1 (NR5A1), full-length DAX-1. HEK293T StAR-luciferase reporter, SF-1/DAX-1 repression relief. inhibition, % at 6.8 µM. actives 1.1% (n = 370,000). AID 652010, 2013;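 active = inhibition above the mean over all tested compounds plus 3 SD, cut at about 3.6% in these data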;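 also: 0% = DAX-1 cells with DMSO and 100% = cells lacking DAX-1 with DMSO; higher inhibition means more luminescence from relief of DAX-1 repression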
SMARCA2 act – SMARCA2 (BRM) function activators, primary screen, cell-based, luminescence, high throughput; actives 1% (n = 370,000); MG213 cells, MMTV-luciferase reporter, dexamethasone, overnight; activation, % at 9.1 µM; in the data active = activation above about 7.8%;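 also: 0% = vehicle wells and 100% = reference activator wells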
PLC-beta3 inh – human PLC-beta3 inhibitors, primary screen, biochemical, fluorescence. Purified PLC-beta3, fluorogenic substrate. AID 720704, 2013. inhibition, % at 12.2 µM. 1-phosphatidylinositol 4,5-bisphosphate phosphodiesterase beta-3 (Homo sapiens), Q01970. actives 0.18% (n = 370,000); in the data active = inhibition above about 11%;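 also: 0% = median of compound wells on plate and 100% = full blocker control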
DAX1 inh-2 – DAX1 (NR0B1) inhibitors, primary screen, cell-based, HEK293, Gal4-DAX1, luciferase luminescence | HEK293 Gal4-DAX1 luciferase reporter | inhibition, % at 6.75 µM | actives 0.99% (n = 340,000) | AID 504766, 2011;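 active = inhibition above the mean over all tested compounds plus 3 SD, cut at about 4.2% in these data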;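 also: 0% = DAX1-transfected cells with DMSO and 100% = empty-vector control cells with DMSO; inhibition shows as a rise in luminescence from relieved DAX1 repression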
Target sequence (P51843 207-470 limits assumed): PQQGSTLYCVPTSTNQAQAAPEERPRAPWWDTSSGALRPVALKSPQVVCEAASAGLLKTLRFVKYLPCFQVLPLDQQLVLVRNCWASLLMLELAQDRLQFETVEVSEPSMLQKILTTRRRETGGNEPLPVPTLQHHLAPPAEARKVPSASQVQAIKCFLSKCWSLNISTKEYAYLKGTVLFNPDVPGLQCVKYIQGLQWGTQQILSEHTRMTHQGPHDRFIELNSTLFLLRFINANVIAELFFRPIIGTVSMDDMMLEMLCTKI
ssDAF-12 act – S. stercoralis DAF-12 nuclear receptor activators, primary screen, cell-based, luminescence, HEK293, GRIP1 co-expression, lit1-tk-luc; Nuclear hormone receptor DAF-12 (Strongyloides stercoralis); HEK293 ssDAF-12/GRIP1 lit1-tk-luc reporter; % of 3 µM dafachronic acid response; activation, % at 6.8 µM; actives 1% (n = 370,000); AID 652126, 2013;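 active = activation above the mean over all tested compounds plus 3 SD, cut at about 0.9% in these data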;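 also: 0% = DMSO-only wells and 100% = 3 µM delta7-dafachronic acid wells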
MBD2 inh – inhibitors of MBD2 binding to methylated DNA, primary screen, biochemical, TR-FRET, DNA-binding domain, human; AID 686964, 2013; actives 0.31% (n = 370,000); MBD2 binding to methylated oligonucleotide; inhibition, % at 4.4 µM; in the data active = inhibition above about 13%
Target sequence (Q9UBB5 whole entry, looked up, the tested form may be a part): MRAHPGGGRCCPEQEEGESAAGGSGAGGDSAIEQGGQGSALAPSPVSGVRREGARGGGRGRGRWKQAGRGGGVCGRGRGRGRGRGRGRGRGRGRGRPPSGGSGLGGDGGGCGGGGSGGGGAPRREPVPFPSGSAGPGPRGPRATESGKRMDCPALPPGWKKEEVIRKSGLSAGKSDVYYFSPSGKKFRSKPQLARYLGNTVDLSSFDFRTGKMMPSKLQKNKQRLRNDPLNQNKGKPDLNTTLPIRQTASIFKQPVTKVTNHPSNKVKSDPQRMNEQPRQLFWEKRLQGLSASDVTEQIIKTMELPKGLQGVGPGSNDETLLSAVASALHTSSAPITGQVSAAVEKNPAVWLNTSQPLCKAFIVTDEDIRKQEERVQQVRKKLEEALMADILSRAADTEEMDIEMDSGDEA
The depositor's hits bear a star.

For Cc1ccc(-n2c(SCC(=O)NCc3ccco3)nnc2-c2cccnc2)c(C)c1 the results were NR1D1 modulator 0.9, hgDAF12 agonist 0.1, PLCg1 inh -1.1, hcDAF12 agonist -1.8, ADAM17 inh -2.3, DAX1 inh-1 -0.4, SMARCA2 act 0.2, PLC-beta3 inh 0.9, DAX1 inh-2 -0.2, ssDAF-12 act -0.4 and MBD2 inh -0.1.
Screening O=C(CSc1ncnc2sc3c(c12)CCCC3)c1ccccc1 returned NR1D1 modulator 14.8, hgDAF12 agonist 0.4, PLCg1 inh -0.9, hcDAF12 agonist -1.6, ADAM17 inh -4.6, DAX1 inh-1 -0.1, SMARCA2 act 2.6, PLC-beta3 inh 0.4, DAX1 inh-2 0.7, ssDAF-12 act -0.2 and MBD2 inh 1.6.
Screening CN(CCC1CCOCC1)C(=O)C1CCC(=O)N(CCc2ccccc2)C1 (stereo not given) returned NR1D1 modulator 0.9, hgDAF12 agonist 0.8, PLCg1 inh 9.7*, hcDAF12 agonist -0.1, ADAM17 inh 0.5, DAX1 inh-1 0.7, SMARCA2 act -1.4, PLC-beta3 inh 0.8, DAX1 inh-2 0.6, ssDAF-12 act -0.4 and MBD2 inh -0.1.
`COc1cc(C)ccc1OCC(=O)NC1CCCCCC1` gave NR1D1 modulator 1.5, hgDAF12 agonist 8.1, PLCg1 inh -0.8, hcDAF12 agonist -0.4, ADAM17 inh -4.7, DAX1 inh-1 4.3*, SMARCA2 act 6.6, PLC-beta3 inh -5.5, DAX1 inh-2 0.9, ssDAF-12 act -0.7 and MBD2 inh -1.4.
Screening Cn1c(=O)n(C)c2cc(/C=N/n3cnnc3)ccc21 returned NR1D1 modulator -3.5, hgDAF12 agonist 2.1, PLCg1 inh -19.7, hcDAF12 agonist 1.0, ADAM17 inh -24.4, DAX1 inh-1 -0.6, SMARCA2 act 2.2, PLC-beta3 inh -31.9, DAX1 inh-2 -0.9, ssDAF-12 act -1.1 and MBD2 inh -1.5.
`COc1ccc(NC(=O)CN(C)C(=O)c2ccc(-c3cccc(C(F)(F)F)c3)o2)cc1` gave NR1D1 modulator 4.5, hgDAF12 agonist -1.3, PLCg1 inh -0.2, hcDAF12 agonist -1.3, ADAM17 inh 3.1, DAX1 inh-1 -0.2, SMARCA2 act 5.0, PLC-beta3 inh -9.4, DAX1 inh-2 -0.4, ssDAF-12 act -1.2 and MBD2 inh 1.5.
O=C(C[n+]1ccc(-c2cc(C(=O)Nc3cccc(C(F)(F)F)c3)c3ccccc3n2)cc1)c1cccc([N+](=O)[O-])c1 was read as NR1D1 modulator -6.5, hgDAF12 agonist -1.1, PLCg1 inh 3.3, hcDAF12 agonist 1.1, ADAM17 inh 2.0, DAX1 inh-1 -0.5, SMARCA2 act 0.3, PLC-beta3 inh 4.6, DAX1 inh-2 1.1, ssDAF-12 act -0.9 and MBD2 inh -3.4.
COCc1cc(C)nc(NCCc2ccccc2)c1C#N was read as NR1D1 modulator 2.9, hgDAF12 agonist 0.5, PLCg1 inh -85.6, hcDAF12 agonist 1.2, ADAM17 inh -301.5, DAX1 inh-1 0.1, SMARCA2 act 0.9, PLC-beta3 inh -113.8, DAX1 inh-2 -0.2, ssDAF-12 act -0.7 and MBD2 inh -3.0.
`OCC1OC(n2cnc3c(NCc4ccccc4O)ncnc32)C(O)C1O` (stereo not given) gave NR1D1 modulator 1.9, hgDAF12 agonist -13.9, PLCg1 inh 2.9, hcDAF12 agonist -4.9, ADAM17 inh -5.6, DAX1 inh-1 -2.8, SMARCA2 act -1.9, PLC-beta3 inh 1.3, DAX1 inh-2 -1.7, ssDAF-12 act -1.6 and MBD2 inh 0.1.
`COc1ccc(CCNC(=O)c2cc3c(=O)n4ccccc4nc3n(CCCN3CCOCC3)c2=N)cc1` gave NR1D1 modulator -14.8, hgDAF12 agonist 9.5, PLCg1 inh -146.7, hcDAF12 agonist 1.8, ADAM17 inh -148.5, DAX1 inh-1 -3.0, SMARCA2 act 0.8, PLC-beta3 inh -222.2, DAX1 inh-2 -0.2, ssDAF-12 act -1.6 and MBD2 inh -4.5.
Screening CCC(CC)C(=O)Nc1cc([N+](=O)[O-])ccc1F returned NR1D1 modulator 0.8, hgDAF12 agonist -3.1, PLCg1 inh 3.3, hcDAF12 agonist 0.7, ADAM17 inh -2.7, DAX1 inh-1 -0.7, SMARCA2 act -1.6, PLC-beta3 inh 2.0, DAX1 inh-2 0.3, ssDAF-12 act -1.4 and MBD2 inh -8.1.
For Cc1cccc(NC(=S)N/N=C2/CCCCc3ccccc32)c1 the results were NR1D1 modulator 14.9, hgDAF12 agonist -1.3, PLCg1 inh -1.6, hcDAF12 agonist 0.5, ADAM17 inh 1.4, DAX1 inh-1 -0.6, SMARCA2 act 1.7, PLC-beta3 inh -4.3, DAX1 inh-2 -1.2, ssDAF-12 act -1.1 and MBD2 inh 0.1.

By substructure: the compounds so far with an aryl thioether with sulfur outside any ring
For Cc1ccc(-n2c(SCC(=O)NCc3ccco3)nnc2-c2cccnc2)c(C)c1 the results were NR1D1 modulator 0.9, hgDAF12 agonist 0.1, PLCg1 inh -1.1, hcDAF12 agonist -1.8, ADAM17 inh -2.3, DAX1 inh-1 -0.4, SMARCA2 act 0.2, PLC-beta3 inh 0.9, DAX1 inh-2 -0.2, ssDAF-12 act -0.4 and MBD2 inh -0.1.
Screening O=C(CSc1ncnc2sc3c(c12)CCCC3)c1ccccc1 returned NR1D1 modulator 14.8, hgDAF12 agonist 0.4, PLCg1 inh -0.9, hcDAF12 agonist -1.6, ADAM17 inh -4.6, DAX1 inh-1 -0.1, SMARCA2 act 2.6, PLC-beta3 inh 0.4, DAX1 inh-2 0.7, ssDAF-12 act -0.2 and MBD2 inh 1.6.

Next records follow:
For COc1cc(NC(=S)N2CCN(C)CC2)cc(OC)c1 the results were NR1D1 modulator 12.1, hgDAF12 agonist -0.2, PLCg1 inh -5.2, hcDAF12 agonist -1.0, ADAM17 inh -0.9, DAX1 inh-1 -0.4, SMARCA2 act 1.8, PLC-beta3 inh -9.7, DAX1 inh-2 -0.2, ssDAF-12 act -1.1 and MBD2 inh 0.0.
O=C(O)C1CCCC2CN3CCc4c([nH]c5ccccc45)C3C(O)C21 (stereo not given) was read as NR1D1 modulator -13.8, hgDAF12 agonist 3.5, PLCg1 inh -87.4, hcDAF12 agonist 0.2, ADAM17 inh -23.3, DAX1 inh-1 -0.5, SMARCA2 act 3.9, PLC-beta3 inh -113.0, DAX1 inh-2 1.8, ssDAF-12 act -0.2 and MBD2 inh -3.3.
`O=C(Nc1cc(=O)[nH]c2ncnn12)c1ccc(Cl)cc1Cl` gave NR1D1 modulator 4.9, hgDAF12 agonist 0.4, PLCg1 inh -1.9, hcDAF12 agonist -0.3, ADAM17 inh -3.8, DAX1 inh-1 0.7, SMARCA2 act -1.5, PLC-beta3 inh -1.1, DAX1 inh-2 2.5, ssDAF-12 act -1.6 and MBD2 inh 0.6.
For Cc1ccc(S(=O)(=O)Nc2ccc3c(c2)C(=O)c2ccccc2-3)cc1 the results were NR1D1 modulator 2.0, hgDAF12 agonist 2.0, PLCg1 inh -1.0, hcDAF12 agonist 0.1, ADAM17 inh 5.7, DAX1 inh-1 -0.7, SMARCA2 act -0.7, PLC-beta3 inh 0.3, ssDAF-12 act -0.9 and MBD2 inh -3.9.
Screening CN(Cc1ccco1)C(=O)CN1C(=O)NC(c2ccccc2)(c2ccccc2)C1=O returned NR1D1 modulator -2.6, hgDAF12 agonist -0.6, PLCg1 inh 1.2, hcDAF12 agonist -0.9, ADAM17 inh -1.3, DAX1 inh-1 -0.4, SMARCA2 act 0.2, PLC-beta3 inh -7.9, DAX1 inh-2 1.1, ssDAF-12 act -1.4 and MBD2 inh 8.8.
CCn1c(SCc2nc3sc(C(=O)O)c(C)c3c(=O)[nH]2)nnc1-c1ccc(Cl)cc1 was read as NR1D1 modulator 3.6, hgDAF12 agonist 6.4, PLCg1 inh -3.9, hcDAF12 agonist -1.1, ADAM17 inh -1.6, DAX1 inh-1 1.1, SMARCA2 act -1.2, PLC-beta3 inh -8.7, DAX1 inh-2 0.7, ssDAF-12 act 0.2 and MBD2 inh 0.5.
Screening COc1ccc(NC(=O)CSc2nc3ccccc3c(=O)n2CCNC(C)=O)c(OC)c1 returned NR1D1 modulator 6.2, hgDAF12 agonist 0.3, PLCg1 inh -3.8, hcDAF12 agonist -1.4, ADAM17 inh -4.7, DAX1 inh-1 0.2, SMARCA2 act -0.2, PLC-beta3 inh 0.7, DAX1 inh-2 0.3, ssDAF-12 act -1.7 and MBD2 inh 6.4.
`COc1cc(-c2nc3ccccn3c2N)ccc1O` gave NR1D1 modulator 0.0, hgDAF12 agonist -1.6, PLCg1 inh -79.3, hcDAF12 agonist -0.8, ADAM17 inh -7.6, DAX1 inh-1 -0.7, SMARCA2 act -0.5, PLC-beta3 inh -101.7, DAX1 inh-2 -0.5, ssDAF-12 act -0.6 and MBD2 inh -4.1.
CCn1c(SCC(=O)Nc2ccccc2OC)nc2ccccc2c1=O was read as NR1D1 modulator -0.7, hgDAF12 agonist -0.4, PLCg1 inh 11.1*, hcDAF12 agonist 0.3, ADAM17 inh 1.3, DAX1 inh-1 0.5, SMARCA2 act -0.7, PLC-beta3 inh 4.5, DAX1 inh-2 -0.3, ssDAF-12 act -1.2 and MBD2 inh -2.3.
`O=C(COc1ccccc1Cl)NCCCNC(=O)c1cnccn1` gave NR1D1 modulator -1.7, hgDAF12 agonist -2.3, PLCg1 inh -0.7, hcDAF12 agonist -3.5, ADAM17 inh 0.1, DAX1 inh-1 0.3, SMARCA2 act -2.3, PLC-beta3 inh -3.8, DAX1 inh-2 0.4, ssDAF-12 act -1.0 and MBD2 inh -4.3.
Screening Cc1ccc(C)c(CNS(=O)(=O)c2c(C)[nH]c(C)c2C(=O)N2CCCC2)c1 returned NR1D1 modulator -5.4, hgDAF12 agonist 1.7, PLCg1 inh 4.2, hcDAF12 agonist -1.3, ADAM17 inh -5.8, DAX1 inh-1 1.8, SMARCA2 act -0.5, PLC-beta3 inh -7.7, DAX1 inh-2 -0.2, ssDAF-12 act -1.7 and MBD2 inh -6.4.
Cn1cnc2nc3n(c2c1=O)CCC3 was read as NR1D1 modulator -0.4, hgDAF12 agonist 1.9, PLCg1 inh -3.1, hcDAF12 agonist -1.2, ADAM17 inh -4.1, DAX1 inh-1 0.0, SMARCA2 act -2.8, PLC-beta3 inh -1.5, DAX1 inh-2 -0.2, ssDAF-12 act -0.7 and MBD2 inh 5.2.

Compound activity from PubChem BioAssay.
